RXFP1 antag: qHTS Assay for Antagonists of the Relaxin Receptor RXFP1. activity change, negative = inhibition, % at 57.5 µM. hit rate 0.59% among 350,000. Relaxin receptor 1 (Homo sapiens), Q9HBX9. HEK293-RXFP1, relaxin-stimulated cAMP HTRF, 30 min; stronger effect = lower value. AID 1259400, 2018;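 active = activity change of -60% or lower, but not beyond a set lower limit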; note: % is set by controls: 0 for no effect and ±100 for the full control effect
D1 agonist: Allosteric Agonists of the Human D1 Dopamine Receptor: qHTS; D(1A) dopamine receptor (Homo sapiens), P21728; HEK293 T-REx D1 cells, calcium flux, agonist mode; activation, % at 2 µM; hit rate 1% among 360,000; note: 0% is about no effect
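Agonism was scored from calcium flux recorded over 180 s (1 read/s) after pintool compound addition, following a 10-cycle baseline. Cells were inducible force-coupled HEK293 TREx D1, plated overnight at 30 C and loaded with no-wash calcium dye.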
D2 ag: HTS Assay for Allosteric Agonists of the Human D2 Dopamine Receptor: Primary Screen for Agonists | D(2) dopamine receptor (Homo sapiens), P14416 | HEK293 T-REx D2 cells, calcium flux agonist mode | activation, % at 2 µM | hit rate 0.53% among 340,000;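 active = activation over 3 SD above normal in the single-dose calcium agonist read, cut at about 30% in these data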; note: 0% is about no effect
Target sequence (P14416 whole entry, looked up): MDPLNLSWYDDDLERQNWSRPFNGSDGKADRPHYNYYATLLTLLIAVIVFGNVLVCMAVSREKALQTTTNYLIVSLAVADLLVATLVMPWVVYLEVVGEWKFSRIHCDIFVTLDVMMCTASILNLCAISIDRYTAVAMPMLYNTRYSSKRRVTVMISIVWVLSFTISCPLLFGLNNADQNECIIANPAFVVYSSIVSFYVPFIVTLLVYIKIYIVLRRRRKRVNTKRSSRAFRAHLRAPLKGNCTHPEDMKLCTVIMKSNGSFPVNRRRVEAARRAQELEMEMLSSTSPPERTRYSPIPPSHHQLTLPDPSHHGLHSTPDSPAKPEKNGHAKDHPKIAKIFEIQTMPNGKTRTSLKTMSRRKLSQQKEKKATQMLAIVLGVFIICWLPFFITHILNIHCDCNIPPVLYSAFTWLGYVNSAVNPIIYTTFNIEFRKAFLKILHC
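In this primary screen, compounds producing a positive calcium signal within 180 s of addition to tetracycline-induced, force-coupled HEK293 Trex D2 cells are flagged; cells are dye-loaded with a no-wash calcium kit beforehand.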
TRHR PAM: qHTS for Small Molecule Agonists and Allosteric Enhancers of Human TRH Receptor: Primary Screen for Enhancers. TRHR cells, fluo-8 calcium fluorescence, EC20 TRH enhancement. Thyrotropin-releasing hormone receptor (Homo sapiens), P34981. hit rate 0.66% among 360,000. enhancement, % at 2 µM; in the data active = enhancement above about 30%; note: 0% is about no effect
Target sequence (P34981 whole entry, looked up): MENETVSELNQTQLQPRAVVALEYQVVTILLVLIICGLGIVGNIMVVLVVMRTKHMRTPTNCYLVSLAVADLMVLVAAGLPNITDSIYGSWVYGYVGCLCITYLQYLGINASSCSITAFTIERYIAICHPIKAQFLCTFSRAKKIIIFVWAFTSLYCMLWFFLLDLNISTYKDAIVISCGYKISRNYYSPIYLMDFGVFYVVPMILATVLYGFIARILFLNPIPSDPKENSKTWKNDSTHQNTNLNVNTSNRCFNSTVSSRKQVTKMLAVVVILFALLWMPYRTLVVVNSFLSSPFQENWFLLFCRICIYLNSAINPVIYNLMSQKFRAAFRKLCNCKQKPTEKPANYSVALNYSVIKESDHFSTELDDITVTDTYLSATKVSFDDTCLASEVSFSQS
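Enhancer read-out: after compound pinning and an initial kinetic agonist-mode read, an EC20 of TRH (10 nM final) was injected and fluo-8 calcium signal (Ex 480/Em 530) followed at 1 s/cycle for 100 cycles in TRHR-expressing cells.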
D1 PAM: Potentiators of Human D1 Dopamine Receptor: qHTS. D(1A) dopamine receptor (Homo sapiens), P21728. potentiation, % at 10 µM. hit rate 0.036% among 360,000. HEK293 TREx D1 cells, calcium flux, dopamine EC20 potentiation. AID 504651, 2011; in the data active = potentiation above about 30%; note: 0% is about no effect
D2 PAM: HTS Assay for Positive Allosteric Modulators of the Human D2 Dopamine Receptor: Primary Screen for Potentiators; D(2) dopamine receptor (Homo sapiens), P14416; HEK293 T-REx D2, calcium flux, EC20 dopamine potentiation; potentiation, % at 10 µM; hit rate 0.34% among 340,000; AID 485347, 2010;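 active = potentiation over 3 SD above the plate norm, cut at about 30% in these data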; note: 0% is about no effect
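Using a no-wash calcium dye in inducible, force-coupled HEK293 Trex cells expressing D2, we tracked fluorescence each second for 180 s after compound, then for 180 s after EC20 dopamine to detect augmented signalling.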
D2 antag: HTS Assay for Allosteric Antagonists of the Human D2 Dopamine Receptor: Primary Screen for Antagonists; hit rate 2% among 340,000; D(2) dopamine receptor (Homo sapiens), P14416; inhibition, % at 10 µM; HEK293 TREx D2 cells, calcium flux, dopamine EC80; in the data active = inhibition above about 30%; note: 0% is about no effect
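HEK293 T-REx D2 cells, tet-induced, calcium dye no-wash. Cpd pintool add, 180 s kinetic, then EC80 DA, 180 s kinetic. Ca flux read.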
TRHR ag: qHTS for Small Molecule Agonists and Allosteric Enhancers of Human TRH Receptor: Primary Screen for Agonists | AID 493084, 2011 | activation, % at 2 µM | hit rate 0.18% among 360,000 | TRHR cells, calcium flux fluo-8, FDSS agonist mode; note: 0% is about no effect
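TRHR-expressing cells, plated overnight in medium with 10% serum, were loaded with fluo-8 calcium dye at room temperature. After a 10 s baseline, library compound was pin-added and calcium release was recorded kinetically (ex 480/em 530) as agonist response.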
D1 antag: Antagonist of Human D 1 Dopamine Receptor: qHTS; D(1A) dopamine receptor (Homo sapiens), P21728; HEK293 TREx D1 cells, calcium flux, dopamine EC80; stronger effect = lower value; activity change, negative = inhibition, % at 10 µM; hit rate 3.2% among 360,000; AID 504652, 2011; in the data active = activity change below about -30%; note: % is set by controls: 0 for no effect and ±100 for the full control effect
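Calcium flux readout: force-coupled, inducible Hek293 Trex D1 line, cells induced overnight at 30 C with tetracycline, dye-loaded 30–90 min at RT. Antagonism scored against EC80 dopamine challenge given 180 s after compound.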
An asterisk follows results filed as active; · = no result given. Cut-off read from the data, not from the text of the source, unless noted: active = activation above about 30%; inactive = the rest.

1. CCOc1ccc(/C=C/c2nc3ccccc3n2S(=O)(=O)c2ccc(Br)cc2)cc1
2. CCn1c2ccccc2c2nnc(SCC(=O)N(C)C3CCS(=O)(=O)C3)nc21 (configuration not stated)
3. Cn1c(SCC(N)=O)nnc1-c1ccc(C(C)(C)C)cc1
4. COc1ccc(OC)c(C2NC(=O)NC(C)=C2C(=O)Nc2ccc(F)cc2)c1 (configuration not stated)
5. O=C1CC(NCc2ccncc2)C(=O)N1c1ccccc1 (configuration not stated)
6. Cc1ccc(S(=O)(=O)Nc2cc(=O)[nH]c(SCC(=O)Nc3cccc(C(F)(F)F)c3)n2)cc1
7. O=C1C(=O)N(CCCN2CCOCC2)C(c2ccc(F)cc2)/C1=C(/O)c1ccccc1 (configuration not stated)
8. O=C(CNC(=O)c1[nH]cnc1C(=O)N[C@@H](Cc1ccccc1)C(=O)OCc1ccccc1)OCc1ccccc1
entry no.,1,2,3,4,5,6,7,8
RXFP1 antag,·,-3,2,-12,-5,-11,1,·
D1 PAM,3,-4,-6,0,-7,-1,1,-1
D1 antag,7,5,-2,10,-14,8,-3,-8
TRHR PAM,-4,-2,-5,1,-5,8,-4,-1
D2 ag,0.0,0.5,-0.6,·,27,·,-0.2,2.5
TRHR ag,0.3,0.8,0.7,-0.3,0.5,0.5,0.6,1.5
D2 PAM,-2,-6,0,-7,-21,·,-10,-1
D2 antag,·,-9,12,·,-11,·,6,3
D1 agonist,2,3,2,2,3,5,-1,9

9. O=C(c1ccco1)N(Cc1ccc([N+](=O)[O-])cc1)c1ccc(Cl)cc1
10. Cc1cccc(C)c1Nc1nnc(SCC(=O)c2ccc3c(c2)NC(=O)CO3)s1
11. O=C(Nc1ccc(N2C(=O)C3CCCCC3C2=O)cc1Cl)c1cccs1 (configuration not stated)
12. CC1CCC(NC(=O)CN(C)S(=O)(=O)c2ccc3c(c2)CCC(=O)N3)CC1 (configuration not stated)
13. O=C(CN1C(=O)NC2(CCCC2)C1=O)Nc1ccc(Cl)cc1C(F)(F)F
14. COc1ccc(OC)c(S(=O)(=O)NCCc2csc(-c3cccc(F)c3)n2)c1
15. O=C(N/N=C\c1ccc(-c2ccc([N+](=O)[O-])cc2)o1)c1ccc2c(c1)OCO2
16. Cc1cc(C)c(NC(=O)COC(=O)c2nc3nccc(C)n3n2)c(Cl)c1
entry no.,9,10,11,12,13,14,15,16
RXFP1 antag,-16,·,7,-4,11,-6,·,9
D1 PAM,-1,-3,-4,-2,-3,-4,-1,-2
D1 antag,7,11,-9,-31*,-15,2,-14,3
TRHR PAM,-2,-2,-3,2,3,15,-11,0
D2 ag,0.3,1.0,2.1,-0.1,-2.9,-2.3,2.7,-0.3
TRHR ag,1.2,0.3,0.1,0.1,0.3,-0.4,2.9,0.4
D2 PAM,5,0,0,1,·,12,-3,4
D2 antag,6,13,5,-7,-5,·,16,22
D1 agonist,2,9,2,3,0,4,7,2

17. CCOC(=O)N1CCC(N2C(=O)c3ccccc3C2Nc2ccc3c(C)cc(=O)oc3c2)CC1 (configuration not stated)
18. CC(=O)Nc1ccc(C(=O)OCC(=O)N(c2ccccc2)C2CCS(=O)(=O)C2)cc1 (configuration not stated)
19. Cn1c(N)c(C(=O)N/N=C/c2ccccc2)sc1=S
20. CCOC(=O)Cn1cc(C(=O)c2ccco2)c2ccccc21
21. CC1CCN(S(=O)(=O)N2CCC(C(=O)O)CC2)CC1
22. Cc1cccc(C(=O)OC(C)CN2CCOCC2)c1 (configuration not stated)
23. Cc1ccccc1CSCC(=O)NC(=O)NC(C)(C)C
24. O=C(NCc1ccccc1)C(c1cccnc1)N(C(=O)c1ccccn1)c1ccccc1F (configuration not stated)
entry no.,17,18,19,20,21,22,23,24
RXFP1 antag,8,-6,-12,6,5,3,3,-13
D1 PAM,-1,1,-6,4,-3,-3,3,1
D1 antag,-4,-10,-13,10,23,11,-4,2
TRHR PAM,2,8,36*,5,-1,22,-4,-4
D2 ag,-2.3,0.2,0.1,1.7,0.6,-0.3,-1.0,-0.6
TRHR ag,0.1,0.5,0.2,0.6,0.4,0.2,-0.4,-1.1
D2 PAM,15,4,1,5,11,-4,-1,1
D2 antag,11,1,-3,-5,-2,-20,11,-1
D1 agonist,3,1,4,0,0,7,2,3

25. Cc1c(NC(=O)c2cc(-c3ccco3)on2)c(=O)n(-c2ccccc2)n1C
26. CCCCCCOC(=O)Cc1c(C)nc(-c2ccccc2)[nH]c1=O
27. CCc1ccnc(NC(=O)NS(=O)(=O)c2ccc(C)cc2)c1
28. CCCCn1c(SCc2ncc(-c3ccccc3)o2)nc2cc(S(N)(=O)=O)ccc21
29. CN1C(=O)SC(Nc2ccccc2C(=O)O)C1=O (configuration not stated)
30. CCC(C(=O)NCc1ccco1)N(C(=O)CNS(=O)(=O)c1ccccc1)c1ccc(OC)cc1 (configuration not stated)
31. CC(C)C(NC(=O)c1ccccc1F)C(=O)NCc1ccc(S(=O)(=O)N2CCOCC2)cc1 (configuration not stated)
32. CCOC(=O)c1ccc2c(c1)N(CC(=O)N1CCCCC1)C(=O)C(C)(C)O2
entry no.,25,26,27,28,29,30,31,32
RXFP1 antag,8,-5,-11,-8,-10,21,2,21
D1 PAM,-3,6,10,-1,1,-1,1,2
D1 antag,-2,10,5,-14,-3,3,6,7
TRHR PAM,5,-6,7,-2,-15,9,-10,-5
D2 ag,-0.4,-0.9,·,-0.2,-2.0,0.6,0.1,-0.6
TRHR ag,0.6,-0.7,-0.3,-0.5,0.3,-1.1,-0.4,-0.3
D2 PAM,-8,5,·,17,-13,10,-11,-6
D2 antag,4,-12,·,-6,-2,-10,-5,15
D1 agonist,0,-1,5,2,7,1,2,0

From entry 21 up to 29, as listed above:
21. CC1CCN(S(=O)(=O)N2CCC(C(=O)O)CC2)CC1
22. Cc1cccc(C(=O)OC(C)CN2CCOCC2)c1 (configuration not stated)
23. Cc1ccccc1CSCC(=O)NC(=O)NC(C)(C)C
24. O=C(NCc1ccccc1)C(c1cccnc1)N(C(=O)c1ccccn1)c1ccccc1F (configuration not stated)
25. Cc1c(NC(=O)c2cc(-c3ccco3)on2)c(=O)n(-c2ccccc2)n1C
26. CCCCCCOC(=O)Cc1c(C)nc(-c2ccccc2)[nH]c1=O
27. CCc1ccnc(NC(=O)NS(=O)(=O)c2ccc(C)cc2)c1
28. CCCCn1c(SCc2ncc(-c3ccccc3)o2)nc2cc(S(N)(=O)=O)ccc21
29. CN1C(=O)SC(Nc2ccccc2C(=O)O)C1=O (configuration not stated)
entry no.,21,22,23,24,25,26,27,28,29
RXFP1 antag,5,3,3,-13,8,-5,-11,-8,-10
D1 PAM,-3,-3,3,1,-3,6,10,-1,1
D1 antag,23,11,-4,2,-2,10,5,-14,-3
TRHR PAM,-1,22,-4,-4,5,-6,7,-2,-15
D2 ag,0.6,-0.3,-1.0,-0.6,-0.4,-0.9,·,-0.2,-2.0
TRHR ag,0.4,0.2,-0.4,-1.1,0.6,-0.7,-0.3,-0.5,0.3
D2 PAM,11,-4,-1,1,-8,5,·,17,-13
D2 antag,-2,-20,11,-1,4,-12,·,-6,-2
D1 agonist,0,7,2,3,0,-1,5,2,7

Continued.
33. CC(C)(C)c1cc(C(=O)N/N=C/c2ccc(-c3ccccc3[N+](=O)[O-])o2)n[nH]1
34. CCOC(=O)c1ccc(COC(=O)CNC(=O)CNC(=O)Cc2ccccc2)cc1
35. O=c1[nH]c(-c2ccccc2F)nc2c1sc(=S)n2Cc1ccccc1
36. COc1cccc(NC(=O)Cn2cc(C(=O)c3ccc(C)cc3)c(=O)c3cc(OC)ccc32)c1
37. O=C(Nc1nc2nccc(-c3ccccc3)n2n1)c1ccccc1
38. CCOP(=O)(c1ccccc1)C1(O)CCCCC1 (configuration not stated)
39. COc1cc2c(c(OC)c1OC)-c1c(cc(OC)c(OC)c1OC)C[C@](C)(O)[C@@H](C)C2
40. CC(C)COc1ccc(C(=O)Nc2sc3c(c2C(=O)O)CC(C)(C)OC3)cc1
entry no.,33,34,35,36,37,38,39,40
RXFP1 antag,-25,-12,10,-21,-15,4,·,-16
D1 PAM,0,-1,-7,4,0,-1,8,-4
D1 antag,1,6,-10,40,3,5,-26,-31*
TRHR PAM,6,2,7,6,-4,7,3,-2
D2 ag,0.1,-0.6,0.4,0.6,0.6,0.0,0.6,·
TRHR ag,1.4,-1.3,0.4,1.3,0.1,0.4,0.0,-1.9
D2 PAM,15,-5,6,-25,-3,-9,-7,·
D2 antag,9,-2,7,·,10,16,18,·
D1 agonist,1,3,7,4,2,2,2,3

41. OC(COCC1COc2ccccc2O1)CN1CCN(c2ccc(F)cc2)CC1 (configuration not stated)
42. Cc1cc(C)c(-c2csc(NC(=O)C3=COCCO3)n2)c(C)c1
43. CN(C)CC(O)COc1ccc(-c2ccc(C#N)cc2)cc1 (configuration not stated)
44. Cc1cc2c(s1)c1cnn(Cc3ccc(Br)cc3)c(=O)c1n2C
45. O=C(Nc1ccccc1)C(=O)Nc1ccccn1
46. O=C1CC(Sc2ccc(Cl)cc2)C(=O)N1Cc1ccncc1 (configuration not stated)
47. N#CC1=C(c2ccc(-c3ccccc3)cc2)COC1=O
48. CCCN(Cc1cc2cccc(C)c2[nH]c1=O)C(=O)c1cccc(Cl)c1
49. O=c1[nH]c(CCC2CCCC2)nc2ccccc12
50. CCOc1c(OC)cccc1C(=O)NCC1(c2ccccc2)CCCC1
entry no.,41,42,43,44,45,46,47,48,49,50
RXFP1 antag,-12,-6,·,·,5,2,-5,-15,-1,-3
D1 PAM,-1,-4,-3,3,-3,-6,-4,-2,-2,-7
D1 antag,-26,-30*,3,5,17,6,-10,8,10,19
TRHR PAM,-9,-8,-2,-1,-10,-4,-5,-9,-4,-4
D2 ag,8.9,-0.4,-1.4,·,0.5,0.1,1.3,-0.3,-0.9,-1.7
TRHR ag,0.2,-1.1,0.7,-2.3,1.8,0.2,1.7,-1.4,0.1,0.0
D2 PAM,-23,0,4,·,4,-6,-2,6,-3,20
D2 antag,2,25,9,·,23,-2,-3,·,0,3
D1 agonist,4,12,5,1,0,0,16,-2,1,2
